# Bioassay records deposited in PubChem BioAssay by several laboratories.
# ABHD4 inh: ABHD4 (mouse) inhibition, primary FP screen | inhibition, % at 8.92 µM | 370,000 compounds, 0.54% hits | purified mABHD4, FP-Rh probe fluorescence polarization;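 active = inhibition exceeding the mean over every tested compound plus 3 SD, cut at about 30% in these data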;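 note: 0% = plate median of compound wells and 100% = S159A mutant with DMSO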
#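 Assay system: mouse ABHD4 enzyme, wild type / Also added: fluorescent activity-based probe FP-Rh / Doses: single nominal dose of 8.92 µM, 0.89% DMSO final / Timing: 45 min compound pre-incubation plus 60 min probe step, 25 °C / Signal: FP readout, ex 525 nm / em 598 nm / Control set: S159A mutant/DMSO as 100%, compound-well median as 0%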
# SMARCA2 act: increases SMARCA2 function in MMTV reporter cells; MG213 cells, MMTV-luciferase reporter, dexamethasone, overnight; activation, % at 9.1 µM; 370,000 compounds, 1% hits; AID 652017; in the data active = activation above about 7.8%;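 note: 0% = vehicle wells and 100% = reference activator wells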
# rCAG RNA binder: molecules binding r(CAG) RNA repeats; 370,000 compounds, 1.3% hits; inhibition, % at 3 µM; r(CAG) RNA repeat, TO-PRO-1 dye displacement fluorescence;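 active = inhibition above the plate cutoff, the mean of all test compounds on that plate plus 3 SD, cut at about 35% in these data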;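 note: 0% = DMSO alone and 100% = 100 µM mitoxantrone as full dye displacement; higher means more dye released from RNA so lower well fluorescence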
# PG9 Ab binder: PG9 antibody binding by small molecule | TR-FRET gp120-PG9 antibody binding | inhibition, % at 6.7 µM | 360,000 compounds, 0.43% hits; in the data active = inhibition above about 8.5%
# ASAP1 inh: ASAP1 ArfGAP inhibition. Q9ULH1. 360,000 compounds, 0.19% hits. AID 624377. ASAP1-stimulated ARF1 GTP hydrolysis, GDP FP detection. inhibition, % at 16.5 µM; in the data active = inhibition above about 25%;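 note: 0% = vehicle with enzyme and substrate and 100% = no enzyme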
# Rev-erbA mod: modulators of human Rev-erb alpha DNA binding | P20393 | Rev-erbα–FITC-DNA binding, fluorescence polarization, 90 min | activity, % at 10 µM | 370,000 compounds, 0.79% hits | AID 1259318;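 active = activity above about 14%, limit read from the data; passing the limit was not always enough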;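 note: 0% = DMSO wells with 35 nM protein and 100% = DMSO wells with 750 nM protein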
# NPR2 activator: GC-B (human) receptor activation. P20594. HEK293-GC-B cells, CNP EC30, cGMP TR-FRET; 0% at EC30 CNP, 100% saturating CNP. activation, % at 10 µM. 370,000 compounds, 0.11% hits;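 active = activation at 10 µM reaching about 35% in either raw or pattern-adjusted values, limit read from the data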
# ARFGAP1 inh: inhibitors of rat ARFGAP1. 360,000 compounds, 0.26% hits. Q62848. Arfgap1-stimulated ARF1 GTP hydrolysis, GDP FP detection. inhibition, % at 16.5 µM;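 active = inhibition above a per-plate limit, mean inhibition of low control wells plus 3 SD, cut at about 25% in these data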;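 note: 0% = DMSO wells with enzyme and 100% = wells lacking Arfgap1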
#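 System: truncated rat Arfgap1 GAP domain / Medium: HEPES-based buffer, pH 7.5 / Also added: N-terminally truncated human ARF1-GTP substrate / Incubation: enzyme reaction 120 min at 25 °C after 20 min preincubation / Measured by: FP of antibody-bound GDP Alexa 633 tracer, ex 620/em 688 nm / Replicates: singlicate, each compound tested once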
# HTRA1 inh: HTRA1 (human) protease inhibition; Q92743; recombinant HTRA1, FP-rhodamine activity-based probe, fluorescence polarization; inhibition, % at 5.96 µM; 340,000 compounds, 0.5% hits; in the data active = inhibition above about 36%;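 note: 0% = enzyme with DMSO and 100% = wells lacking enzyme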
# GC-A act: GC-A (human) enzyme activation | HEK293 GC-A cells, cGMP TR-FRET, EC30 ANP; 0% at EC30 ANP, 100% saturating ANP | 370,000 compounds, 0.14% hits | activation, % at 10 µM | P16066; in the data active = activation above about 40%
# Target sequence (P16066 whole entry, looked up): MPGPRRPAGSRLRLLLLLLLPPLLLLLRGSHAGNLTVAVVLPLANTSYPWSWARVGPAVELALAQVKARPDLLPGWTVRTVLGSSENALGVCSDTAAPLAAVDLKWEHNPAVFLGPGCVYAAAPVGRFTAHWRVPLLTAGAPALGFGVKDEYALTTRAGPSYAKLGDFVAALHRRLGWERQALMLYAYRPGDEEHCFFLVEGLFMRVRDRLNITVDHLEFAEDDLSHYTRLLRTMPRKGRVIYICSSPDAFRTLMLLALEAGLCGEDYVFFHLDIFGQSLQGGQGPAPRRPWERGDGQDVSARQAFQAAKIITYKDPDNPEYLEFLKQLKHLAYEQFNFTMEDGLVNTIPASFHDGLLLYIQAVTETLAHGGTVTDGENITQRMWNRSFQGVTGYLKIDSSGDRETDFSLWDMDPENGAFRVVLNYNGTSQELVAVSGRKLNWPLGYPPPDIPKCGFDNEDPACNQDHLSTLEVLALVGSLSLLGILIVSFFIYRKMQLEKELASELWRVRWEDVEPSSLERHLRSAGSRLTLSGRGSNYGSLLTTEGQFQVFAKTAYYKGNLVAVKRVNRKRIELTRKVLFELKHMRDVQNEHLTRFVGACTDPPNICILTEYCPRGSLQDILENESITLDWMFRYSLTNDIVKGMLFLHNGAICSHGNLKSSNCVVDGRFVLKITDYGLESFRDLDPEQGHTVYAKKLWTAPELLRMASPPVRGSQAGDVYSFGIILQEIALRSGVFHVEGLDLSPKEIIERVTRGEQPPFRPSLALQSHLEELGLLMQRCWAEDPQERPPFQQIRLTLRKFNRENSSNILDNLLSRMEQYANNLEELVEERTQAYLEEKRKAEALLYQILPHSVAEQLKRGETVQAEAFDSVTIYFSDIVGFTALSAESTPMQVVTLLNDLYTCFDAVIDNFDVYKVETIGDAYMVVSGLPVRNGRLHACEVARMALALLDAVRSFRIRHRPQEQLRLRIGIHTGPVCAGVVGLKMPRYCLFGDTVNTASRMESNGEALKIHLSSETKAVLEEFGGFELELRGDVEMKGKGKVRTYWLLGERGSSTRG
# * marks the source's active call; other numbers are inactive results; · = no result given.
no.	SMILES	ABHD4 inh	SMARCA2 act	rCAG RNA binder	PG9 Ab binder	ASAP1 inh
1	C#CCOCCOCCOCCNc1nc(N2CCN(C(=O)[C@H]([C@@H](C)CC)n3cc(CCCN=C(N)N)nn3)CC2)nc(N2CCN(C(=O)[C@H]([C@@H](C)CC)n3cc(CCC(=O)O)nn3)CC2)n1	4	1	-9	-0.9	-1
2	C/C(=N\NC(=O)c1c(Cl)c(C)nn1C)c1ccc(NC(=O)c2ccncc2)cc1	7	-4	-4	1.0	4
3	COC(=O)C(C)(C)ONC(=O)Nc1ccc(Br)cc1	7	-1	-3	-1.3	-5
4	O=C(Cc1c[nH]c2ccccc12)Nc1ccc(Nc2cccnc2)c(-c2ccc(Cl)c(Cl)c2)c1	22	-2	15	0.2	0
5	CC(C)CCNC(=O)C(=O)NCC1OCCCN1S(=O)(=O)c1cccs1 (centres undefined)	-6	-3	-6	-1.7	12
6	COc1cc(CCNC(=O)c2cnn3ccccc23)cc(OC)c1OC	-2	-1	0	-1.6	-6
7	Cc1nn(-c2ccccc2)c(CC(C)(C)C(=O)O)c1C(=O)O	4	0	-1	-1.7	3
8	O=C(Nc1ccc(Cl)c(Cl)c1)c1cccc2c1-c1ccccc1C2=O	-3	1	10	·	·

no.	Rev-erbA mod	NPR2 activator	ARFGAP1 inh	HTRA1 inh	GC-A act
1	-2	1	-6	1	3
2	5	0	-10	-3	6
3	0	3	-8	1	2
4	3	2	16	·	1
5	0	2	-10	3	2
6	-3	-8	0	11	3
7	-2	13	-12	0	0
8	-6	-1	·	·	-1

# Continuation:
no.	SMILES	ABHD4 inh	SMARCA2 act	rCAG RNA binder	PG9 Ab binder	ASAP1 inh
9	Cc1ccc(NC(=O)N2CCC(=O)N2)cc1	2	1	-1	0.2	-6
10	COc1cccc(Nc2nc(N)c([N+](=O)[O-])c(N3CCOCC3)n2)c1	0	5	-1	0.7	-4
11	COCCN(C(=O)CC1CCCCC1)c1c(N)n(CC(C)C)c(=O)[nH]c1=O	8	1	0	-0.5	-6
12	O=C(O)/C=C/C(=O)Nc1ccccc1-c1ccccc1	11	3	0	0.3	-6
13	CC(/C=N\NC(=O)c1cccnc1)c1ccccc1 (centres undefined)	-7	-2	-1	-1.2	-2
14	O=C(CSc1nc2ccccc2s1)NNC(=S)Nc1ccc(Cl)cc1	12	-2	58*	-3.0	-6
15	CC(=O)CSc1nnc(-c2ccc(S(=O)(=O)N3CCOCC3)cc2)n1C	4	-2	3	0.1	-11
16	COc1ccc(N2C(=O)NC3CC2(C)Oc2ccccc23)cc1 (centres undefined)	2	-1	-3	2.2	-13

no.	Rev-erbA mod	NPR2 activator	ARFGAP1 inh	HTRA1 inh	GC-A act
9	10	5	11	0	6
10	2	11	-2	-11	8
11	-7	-2	-1	2	2
12	9	-5	-5	-2	4
13	5	-4	18	7	3
14	5	1	6	15	3
15	1	5	14	-1	1
16	-4	4	-9	-5	-4

# (continued)
no.	SMILES	ABHD4 inh	SMARCA2 act	rCAG RNA binder	PG9 Ab binder	ASAP1 inh
17	O=C(Cc1cccc(NC(=O)C2CCCN(C(=O)C3CCCC3)C2)c1)Nc1ccc(C(=O)N2CCCCC2)cc1 (centres undefined)	14	4	3	0.3	9
18	CC1(C)c2[nH]c3ccccc3c2C[C@H]2C(=O)N(Cc3ccccc3)C(=O)N21	-10	0	-3	0.7	14
19	CCCCCC(=C/c1ccccc1)/C=N/Nc1ccc(S(=O)(=O)N2CCOCC2)cc1[N+](=O)[O-]	7	0	3	-1.6	5
20	CC(O)(c1cccc(F)c1)c1nc(-c2cccc(F)c2)cs1 (centres undefined)	-32	-1	1	2.4	9
21	CCSc1nnc(NC(=O)Cc2cccc(OC)c2)s1	3	0	-2	-1.7	-9
22	CCS(=O)(=O)N1CCN(c2ccc([N+](=O)[O-])c(NCc3cccnc3)c2)CC1	2	0	-4	-0.1	-4
23	CCOc1cc(/C=N/NC(=O)c2cccc([N+](=O)[O-])c2)ccc1OS(=O)(=O)c1ccccc1	15	-2	14	-1.8	-7
24	O=C(c1ccc(S(=O)(=O)N2CCOCC2)cc1)N(c1cccc(Cl)c1)C1C=CS(=O)(=O)C1 (centres undefined)	4	-5	-9	0.5	-6

no.	Rev-erbA mod	NPR2 activator	ARFGAP1 inh	HTRA1 inh	GC-A act
17	1	9	-4	-2	-1
18	-1	14	10	-31	14
19	10	1	-1	8	0
20	7	-1	11	·	4
21	4	-6	0	-10	1
22	7	2	7	-12	-1
23	3	1	6	-6	2
24	2	0	15	4	-12

# Structures from the list above that contain an aryl thioether with sulfur outside any ring, in the order listed:
no.	SMILES	ABHD4 inh	SMARCA2 act	rCAG RNA binder	PG9 Ab binder	ASAP1 inh
14	O=C(CSc1nc2ccccc2s1)NNC(=S)Nc1ccc(Cl)cc1	12	-2	58*	-3.0	-6
15	CC(=O)CSc1nnc(-c2ccc(S(=O)(=O)N3CCOCC3)cc2)n1C	4	-2	3	0.1	-11
21	CCSc1nnc(NC(=O)Cc2cccc(OC)c2)s1	3	0	-2	-1.7	-9

no.	Rev-erbA mod	NPR2 activator	ARFGAP1 inh	HTRA1 inh	GC-A act
14	5	1	6	15	3
15	1	5	14	-1	1
21	4	-6	0	-10	1

# Continuation:
no.	SMILES	ABHD4 inh	SMARCA2 act	rCAG RNA binder	PG9 Ab binder	ASAP1 inh
25	CC(C)c1nnc(NC(=O)CC(C)c2ccccc2)s1 (centres undefined)	-12	0	-4	0.0	16
26	Cc1ccc(C(=O)NCC(=O)NC2CCC(C)CC2)s1 (centres undefined)	2	-3	0	-1.8	-17
27	COc1ccc(-c2cc(-c3ccccc3)n3ncnc3n2)cc1	-2	3	-1	2.3	12
28	CCCOc1ccc(Cl)cc1/C=C1/C(=O)ON=C1C	15	-3	2	-0.1	4
29	CCOc1ccc(N=C(NC#N)SCC)cc1	-11	3	-5	0.5	5
30	COc1cc2c(C(=O)N3CCN(c4ccccc4C)CC3)c(C)oc2cc1Br	-8	-1	5	-0.7	12
31	Cc1ccccc1-c1cc2c(c3c1ccn3C)C1CCC2C1 (centres undefined)	3	-1	4	0.7	3
32	C=C(C)[C@@H]1CC=C(C(=O)O)CC1	-14	-2	2	2.3	3

no.	Rev-erbA mod	NPR2 activator	ARFGAP1 inh	HTRA1 inh	GC-A act
25	0	3	0	0	6
26	-3	-1	-7	14	-1
27	0	-5	11	-14	0
28	2	3	-2	10	14
29	-3	0	11	3	1
30	-2	-2	10	3	13
31	11	-4	11	·	-1
32	·	·	6	2	·

# (list continues)
no.	SMILES	ABHD4 inh	SMARCA2 act	rCAG RNA binder	PG9 Ab binder	ASAP1 inh
33	C/C(=N\NC(=O)c1ccccn1)c1ccc(Cl)cc1	1	5	-1	-0.5	-7
34	CC1CCc2c(sc(NC(=O)Cn3cnc([N+](=O)[O-])n3)c2C(N)=O)C1 (centres undefined)	1	-3	2	-1.4	-7
35	CCOC(=O)C1CCCN(c2ncnc3c2cnn3-c2ccc(Cl)cc2)C1 (centres undefined)	-5	-8	1	-0.6	20
36	CCN(CC)C(=O)C1=C(C)N(CCCOC)C(=O)C(CC(=O)NC2CCCCC2)C1 (centres undefined)	4	1	-2	-2.8	13
37	CC(C)C(=O)Nc1c(-c2ccccc2F)c(=O)c2ccccc2n1C	6	-1	-2	1.3	4
38	O=C(Nc1ccccc1C(F)(F)F)N1CCCCCC1	-1	-1	-4	2.4	6
39	COC(=O)c1cn(C(=O)c2cccc(C)c2)c2ccccc12	2	-3	-1	-0.1	6
40	CCOc1ccc(S(=O)(=O)Nc2ccc(C(=O)N3CCCC3)cc2)cc1	-7	-3	1	-1.4	-6

no.	Rev-erbA mod	NPR2 activator	ARFGAP1 inh	HTRA1 inh	GC-A act
33	-1	-1	0	·	-1
34	-3	0	-5	2	-3
35	2	-5	-5	-19	9
36	-2	-3	0	8	-2
37	-4	4	9	5	0
38	-3	7	5	3	1
39	-5	2	-1	5	2
40	-2	0	-13	1	-2

# Next records follow:
no.	SMILES	ABHD4 inh	SMARCA2 act	rCAG RNA binder	PG9 Ab binder	ASAP1 inh
41	CC(=O)C1=C(C)N(Cc2ccccc2)C(=S)NC1c1cccc(Br)c1 (centres undefined)	-4	-2	4	-1.4	-3
42	Cc1ccc(CNC(=O)c2cn(C)c3ccc(S(=O)(=O)N4CCOCC4)cc3c2=O)cc1	0	-2	3	-3.5	4
43	COc1ccc(C)cc1NC(=O)Cn1cnnn1	1	-4	-1	0.1	4
44	O=C(/C=C/c1cccc(F)c1)c1ccc(N2CCOCC2)cc1	-3	-1	1	-0.4	6
45	Cc1cc(C(=O)NNC(=O)c2cccc(C(F)(F)F)c2)no1	5	-1	-1	-1.3	4
46	O=C(Nc1ccsn1)c1ccc(Cl)cc1Cl	-6	5	1	-1.1	-14
47	O=C(NCCc1cccnc1)C1CCC(=O)N(Cc2ccc(Cl)cc2)C1 (centres undefined)	-1	0	-3	-2.1	-3
48	CCCCCN(C(=O)CCC(=O)OC(C)C(=O)c1ccc(CC)cc1)c1c(N)n(CCCC)c(=O)[nH]c1=O (centres undefined)	11	-3	-1	0.1	-9

no.	Rev-erbA mod	NPR2 activator	ARFGAP1 inh	HTRA1 inh	GC-A act
41	-3	-6	21	·	-7
42	-1	-1	-17	9	3
43	7	-1	3	2	5
44	-5	-2	-4	-7	-2
45	3	-3	1	-3	1
46	5	3	3	11	3
47	0	0	-8	3	5
48	0	-3	-1	-3	-4

# Among those listed so far, 2 contain a CF3 group.
no.	SMILES	ABHD4 inh	SMARCA2 act	rCAG RNA binder	PG9 Ab binder	ASAP1 inh
38	O=C(Nc1ccccc1C(F)(F)F)N1CCCCCC1	-1	-1	-4	2.4	6
45	Cc1cc(C(=O)NNC(=O)c2cccc(C(F)(F)F)c2)no1	5	-1	-1	-1.3	4

no.	Rev-erbA mod	NPR2 activator	ARFGAP1 inh	HTRA1 inh	GC-A act
38	-3	7	5	3	1
45	3	-3	1	-3	1

# Carrying on:
no.	SMILES	ABHD4 inh	SMARCA2 act	rCAG RNA binder	PG9 Ab binder	ASAP1 inh
49	COc1ccc2c(c1)cc1n2CCN=C1NCCO	-9	-2	-2	2.3	-6
50	O=C(c1ccco1)N1CCC(N2CCN(c3ccccc3)CC2)CC1	13	-1	-1	1.4	6
51	CC1CCCC(NC(=O)CN2CCN(S(=O)(=O)c3cccs3)CC2)C1C (centres undefined)	2	0	-2	0.8	12
52	O=C(OCC(=O)N1CCCC1=O)c1ncc(Cl)c(Cl)c1Cl	-1	1	-4	-0.5	-14
53	C[C@H]1CN(S(=O)C(C)(C)C)[C@@H](CCO)/C1=C\CCO (some centres undefined)	0	-3	3	0.6	2
54	CN=C1NC(=O)/C(=C\c2cc(C)n(-c3ccccc3F)c2C)S1	1	·	·	·	·
55	Cc1cc2cc(CNC(=O)C3CCCC3)ccc2n1C	-8	2	10	1.1	-4
56	CC(C)(C)NC(=O)Nc1ccc2nccnc2c1	4	1	0	1.5	-14

no.	Rev-erbA mod	NPR2 activator	ARFGAP1 inh	HTRA1 inh	GC-A act
49	-3	4	18	3	0
50	3	4	0	·	3
51	0	4	-7	-2	-4
52	-4	2	10	1	-1
53	-4	-2	3	11	4
54	7	-24	·	·	-16
55	0	-4	5	12	1
56	4	-1	-7	2	-4
